# ADAM10 inh: ADAM10 inhibition, QFRET primary screen. O14672. recombinant ADAM10, EDANS/DABCYL FRET peptide cleavage, 3 h. inhibition, % at 7 µM. 370,000 compounds, 0.62% hits;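 active means inhibition above a per-campaign cutoff equal to the mean of compounds falling between control-based bounds plus 3 SD, cut at about 20% in these data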;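 further: 0% = DMSO wells while the 100% control is not disclosed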
# PLCb3 inh: inhibitors of human phospholipase C beta3; Q01970; 370,000 compounds, 0.18% hits; inhibition, % at 12.2 µM; Purified PLC-beta3, fluorogenic substrate, fluorescence; in the data active means inhibition above about 11%;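 further: 0% = median of compound wells on plate and 100% = full blocker control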
# ARFGAP1 inhibitor: inhibitors of rat ARFGAP1. 360,000 compounds, 0.26% hits. inhibition, % at 16.5 µM. AID 651572. Arfgap1-stimulated ARF1 GTP hydrolysis, GDP FP detection. Q62848;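 active means inhibition above a per-plate limit, mean inhibition of low control wells plus 3 SD, cut at about 25% in these data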;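 further: 0% = DMSO wells with enzyme and 100% = wells lacking Arfgap1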
# Target sequence (Q62848 1-136 limits assumed): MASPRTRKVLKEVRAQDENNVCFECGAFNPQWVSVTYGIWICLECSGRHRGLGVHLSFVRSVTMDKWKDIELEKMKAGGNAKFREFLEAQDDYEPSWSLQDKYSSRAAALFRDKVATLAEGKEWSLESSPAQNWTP
#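 system = rat Arfgap1 catalytic domain, aa 1-136 | technique = FP, GDP Alexa 633 tracer displaced from anti-GDP antibody, 620/688 nm | compound = one concentration, 16.5 µM, DMSO 1.26% | medium = HEPES-based buffer, pH 7.5 | timing = compound-enzyme preincubation 20 min, reaction 120 min, detection 60 min, 25 °C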
# DDE Tn6 FP inh: inhibitors of Tn6 peptide binding to human fibrin DD(E). 370,000 compounds, 0.21% hits. AID 720509. P02675. Fibrin DD(E) TRITC-Tn6 fluorescence polarization displacement. inhibition, % at 8.3 µM;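 active means inhibition above a per-campaign cutoff: mean of compounds within control limits plus 3 SD, cut at about 15% in these data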;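 further: 0% = median of all compound wells on the plate and 100% = blocking peptide control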
# ADAM17 inh: inhibitors of human ADAM17; P78536; recombinant ADAM17, EDANS/DABCYL FRET peptide cleavage; inhibition, % at 6.95 µM; 370,000 compounds, 0.83% hits;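 active means inhibition above the mean of compounds lying between control limits plus 3 SD, set per campaign, cut at about 8.5% in these data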;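 further: 0% = DMSO-only wells as the low control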
# DDE Tn7 FP inh: disrupts Tn7 cyclic peptide binding to fibrin D-Dimer-E complex; P02675; FP displacement of FITC-Tn7 peptide from fibrin DD(E); 0% = median of compound wells per plate; inhibition, % at 8.3 µM; 370,000 compounds, 0.13% hits;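 active means inhibition above the mean of compounds falling within the control limits plus 3 SD of them, cut at about 14% in these data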;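 further: 0% = plate median of compound wells and 100% = 10 µM Aha-Tn7 peptide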
#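 Also added: labelled Tn7 tracer, 0.1 µM; Assay system: human fibrin DD(E) protein; Amount: 2 µM fibrin DD(E); Schedule: 10 min compound pre-incubation, 3 h probe incubation at room temperature; Repeats: one replicate per compound; Read-out basis: percent inhibition; Measured by: fluorescence polarization of the labelled Tn7 tracer.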
# TDP2 inh: blocks human TDP2 phosphodiesterase activity | O95551 | recombinant TDP2, T5PNP hydrolysis, p-nitrophenol absorbance 415 nm | inhibition, % at 12.8 µM | 370,000 compounds, 0.34% hits | AID 720702;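 active means inhibition above the mean of all tested compounds plus 3 SD, set per campaign, cut at about 25% in these data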;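 further: 0% = DMSO with enzyme and 100% = buffer with substrate but no TDP2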
# Target sequence (O95551 whole entry, looked up): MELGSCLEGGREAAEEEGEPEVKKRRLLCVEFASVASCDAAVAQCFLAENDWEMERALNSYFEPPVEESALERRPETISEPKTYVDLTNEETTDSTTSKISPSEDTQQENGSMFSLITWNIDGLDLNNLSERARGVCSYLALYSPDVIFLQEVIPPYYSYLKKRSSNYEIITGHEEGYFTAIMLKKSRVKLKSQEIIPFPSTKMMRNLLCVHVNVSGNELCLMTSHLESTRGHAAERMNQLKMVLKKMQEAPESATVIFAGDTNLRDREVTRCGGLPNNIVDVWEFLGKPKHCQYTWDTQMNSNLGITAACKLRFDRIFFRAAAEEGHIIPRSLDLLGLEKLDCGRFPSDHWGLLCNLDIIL
#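 Incubation: 2 h at 37 °C; Test system: recombinant human TDP2; Quantity: enzyme 120 nM; Read-out basis: percent inhibition; Medium: 50 mM Tris-HCl pH 7.5 with Mg2+, KCl, DTT, BSA; Repeats: single replicate; Compound: 12.8 µM single point, 1% DMSO; Signal: epi absorbance; Reagent: 5 mM T5PNP chromogenic substrate; Benchmarks: no-enzyme high, DMSO-plus-enzyme low.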
# ASAP1 inh: inhibitors of human ASAP1 ArfGAP activity. Q9ULH1. ASAP1-stimulated ARF1 GTP hydrolysis, GDP FP detection. inhibition, % at 16.5 µM. 360,000 compounds, 0.19% hits. AID 624377; in the data active means inhibition above about 25%;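 further: 0% = vehicle with enzyme and substrate and 100% = no enzyme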
# PLC-gamma1 inh: blocks human PLC-gamma1 enzyme activity. P19174. purified PLC-gamma1, fluorogenic substrate, fluorescence. inhibition, % at 12.2 µM. 370,000 compounds, 0.84% hits; in the data active means inhibition above about 9.5%
# SIAE primary: inhibitors of human sialic acid acetylesterase SIAE; SIAE FP-Rh probe binding, fluorescence polarization; 370,000 compounds, 0.69% hits; inhibition, % at 9.66 µM; Q9HAT2;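 active means inhibition above a cutoff: mean of compounds within the control limits plus 3 SD of those, cut at about 17% in these data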;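 further: 0% = plate median of compound wells and 100% = probe without SIAE protein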
# Target sequence (Q9HAT2 whole entry, looked up): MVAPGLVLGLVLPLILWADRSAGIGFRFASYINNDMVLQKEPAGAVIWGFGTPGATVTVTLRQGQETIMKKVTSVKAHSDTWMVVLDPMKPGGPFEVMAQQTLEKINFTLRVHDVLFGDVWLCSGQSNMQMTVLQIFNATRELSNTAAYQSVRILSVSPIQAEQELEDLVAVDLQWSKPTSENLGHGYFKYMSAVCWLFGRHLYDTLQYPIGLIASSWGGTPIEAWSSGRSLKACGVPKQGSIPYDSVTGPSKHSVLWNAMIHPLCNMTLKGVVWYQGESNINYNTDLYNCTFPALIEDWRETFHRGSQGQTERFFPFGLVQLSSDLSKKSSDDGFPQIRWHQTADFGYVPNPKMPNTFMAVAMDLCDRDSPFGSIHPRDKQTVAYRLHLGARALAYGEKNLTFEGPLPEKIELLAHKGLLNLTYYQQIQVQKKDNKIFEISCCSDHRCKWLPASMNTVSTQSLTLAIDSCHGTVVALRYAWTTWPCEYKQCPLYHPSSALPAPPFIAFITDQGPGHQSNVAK
# Starred values were filed as active, the others as inactive; i = inactive; nt = no result given.
SMILES,ADAM10 inh,PLCb3 inh,ARFGAP1 inhibitor,DDE Tn6 FP inh,ADAM17 inh,DDE Tn7 FP inh,TDP2 inh,ASAP1 inh,PLC-gamma1 inh,SIAE primary
Cc1cc(C)c(C)c(OCC(=O)O/N=C(\N)c2ccncc2)c1,4,-7,7,1,0,8,-2,-8,-1,-5
CCC(=O)NCCc1cc2cc(C)c(C)cc2[nH]c1=O,-52,-3,-3,4,-17,4,0,-8,-5,5
O=C(C[C@@H]1C/C=C\CCC(=O)OC[C@@H]2CCCN2C1=O)N[C@@H](CO)Cc1ccccc1,3,12*,7,-1,8.9*,4,-21,-3,13*,-7
CC1CN(C(=O)c2cnn3c(C(F)F)cc(-c4ccccc4)nc23)CC(C)O1 (stereo not drawn),-42,-125,1,6,-20,-4,9,-14,-94,8
C=C(C)c1cccc(C(C)(C)NC(=O)NC(c2ccccc2)c2ccc(OC)cc2)c1 (stereo not drawn),10,3,0,3,5,-1,-1,-5,6,-6
CC1=CCC[C@H]2[C@H](C1)C(=O)C[C@@H](C)[C@]2(C)CC/C(=C/CO)CO,-9,2,-3,0,-4,0,-2,3,2,4
C=CCOc1ccc2c(c1)c(=O)cc(C(=O)O)n2CC,-67,-119,-1,2,-25,-1,6,1,-104,-2
CC(C)(C)c1[nH]nc2c1C(c1ccco1)C(C#N)=C(N)O2 (stereo not drawn),4,0,5,-1,0,-5,-2,9,2,4
O=C(NCc1ccco1)C(c1ccco1)N(CCc1ccccc1)C(=O)Cn1nnc2ccccc21 (stereo not drawn),11,-1,-7,7,-3,6,-1,-6,-1,-2
Cc1c(CN2CCCC(C(=O)Nc3cccc(-n4cccn4)c3)C2)cnn1C (stereo not drawn),-6,-4,10,-1,-4,-8,0,1,3,-7
COc1ccc(OCCC(=O)Nc2cc(C)on2)cc1,4,3,-7,-1,0,4,6,-9,1,3
O=C(CSc1nc(C(F)(F)F)cc(=O)[nH]1)N1CCCCCC1,-1,-6,13,-3,-9,-2,-6,-9,0,-1
CN1[C@H](Cc2ccccc2)COc2cccc(N3CCCC3)c2S1(=O)=O,-1,-5,nt,3,-3,-4,3,nt,-3,2
COc1cc(/C=C2/SC(=Nc3ccc(O)cc3)NC2=O)ccc1O,4,-43,5,-21,0,-7,-8,25,-35,-6
COc1ccc(OC)c(NC(=O)c2cc(-c3cc(C)c(C)cc3O)n[nH]2)c1,-7,1,3,7,-4,-8,-8,-3,3,1
O=C1CC(c2cccc(Oc3ccccc3)c2)NC(=O)N1 (stereo not drawn),1,1,10,11,0,-13,3,-7,1,-7
CCS(=O)CC(=O)Nc1c(-c2ccccc2)oc2ccccc2c1=O (stereo not drawn),-3,4,-1,2,-3,1,15,-5,0,1
N#Cc1ccccc1NC(=O)COC(=O)c1ccc(F)cc1F,-5,-5,1,-2,0,1,5,5,-1,-3
CC(=O)OCC(=O)C1(O)CCC2C3CCC4C(OC(C)=O)C(=O)CCC4(C)C3C(=O)CC21C (stereo not drawn),-23,-10,6,-6,-2,-6,1,6,4,-1
O=C(CCC1CCCN(C(=O)c2ccoc2)C1)NCc1ccccc1F (stereo not drawn),3,-6,2,5,-6,9,1,9,0,-6
O=C(Cc1ccc(S(=O)(=O)N2CCOCC2)s1)N1CCN(S(=O)(=O)c2ccccc2F)CC1,-4,-3,6,2,1,-6,-7,-1,2,-2
O=C(Nc1ccccc1F)c1cc(S(=O)(=O)N2CCOCC2)cs1,-13,-13,7,-14,-3,-5,-16,-11,7,-5
CNC(=O)NC(=O)C(C)OC(=O)CCCc1nc2ccccc2s1 (stereo not drawn),1,-8,-1,2,-6,2,12,0,1,-6
Cc1cc(C)c2oc(-c3ccc(C)c(NC(=S)NC(=O)/C=C/c4ccco4)c3)nc2c1,-3,-8,14,-2,-4,-1,-2,-3,-7,-12
O=C(NNC(=O)c1cccc2ccccc12)c1cccc(Br)c1,-2,1,1,11,2,5,6,-5,2,-2

# Single records, as listed above. Order of screens: ADAM10 inh, PLCb3 inh, ARFGAP1 inhibitor, DDE Tn6 FP inh, ADAM17 inh, DDE Tn7 FP inh, TDP2 inh, ASAP1 inh, PLC-gamma1 inh, SIAE primary
# O=C(CCC1CCCN(C(=O)c2ccoc2)C1)NCc1ccccc1F (stereo not drawn) is listed as 3, -6, 2, 5, -6, 9, 1, 9, 0, -6
# Cc1cc(C)c2oc(-c3ccc(C)c(NC(=S)NC(=O)/C=C/c4ccco4)c3)nc2c1 is listed as -3, -8, 14, -2, -4, -1, -2, -3, -7, -12
# N#Cc1ccccc1NC(=O)COC(=O)c1ccc(F)cc1F is listed as -5, -5, 1, -2, 0, 1, 5, 5, -1, -3
# CNC(=O)NC(=O)C(C)OC(=O)CCCc1nc2ccccc2s1 (stereo not drawn) is listed as 1, -8, -1, 2, -6, 2, 12, 0, 1, -6
# C=CCOc1ccc2c(c1)c(=O)cc(C(=O)O)n2CC is listed as -67, -119, -1, 2, -25, -1, 6, 1, -104, -2

# Just TDP2 inh and DDE Tn6 FP inh (4 entries from above):
Compound | TDP2 inh | DDE Tn6 FP inh
Cc1cc(C)c(C)c(OCC(=O)O/N=C(\N)c2ccncc2)c1 | -2 | 1
CCC(=O)NCCc1cc2cc(C)c(C)cc2[nH]c1=O | 0 | 4
O=C(C[C@@H]1C/C=C\CCC(=O)OC[C@@H]2CCCN2C1=O)N[C@@H](CO)Cc1ccccc1 | -21 | -1
CC1CN(C(=O)c2cnn3c(C(F)F)cc(-c4ccccc4)nc23)CC(C)O1 (stereo not drawn) | 9 | 6

# The list continues:
SMILES,ADAM10 inh,PLCb3 inh,ARFGAP1 inhibitor,DDE Tn6 FP inh,ADAM17 inh,DDE Tn7 FP inh,TDP2 inh,ASAP1 inh,PLC-gamma1 inh,SIAE primary
Cc1cccc(Nc2c([N+](=O)[O-])ccc3nonc23)c1,7,3,-3,-4,1,-4,-2,0,3,0
CCOc1ccc(/C=C2\SC(=S)N(NS(=O)(=O)c3ccccc3)C2=O)cc1OC,-3,-21,6,2,3,-10,-25,0,-4,-16
Cc1cc2oc3c(c(=O)c2cc1C)C(c1ccc(F)cc1)N(CCCN1CCOCC1)C3=O (stereo not drawn),-10,-26,-5,2,-4,7,4,5,-20,0
COc1ccc(C/C(C)=N/NC(=O)c2cc(C)oc2C)cc1,-6,1,-16,2,2,5,-3,-6,-2,-1
COc1cc(/C=N\NC(=O)CNC(=O)C2COc3ccccc3O2)ccc1O (stereo not drawn),-23,2,2,3,-11,6,3,0,-1,4
CCOC(=O)c1c(NC(=O)COC(=O)c2ccc(S(=O)(=O)C(F)F)cc2)sc(C(=O)N(C)C)c1C,0,2,-5,2,-1,-12,2,3,0,1
Cc1c(N2CCCC2)cc2c(c1N)C(C)(C)CC2(C)C,-12,-12,-5,-2,-2,-1,4,3,-10,0
COc1ccccc1CCN=C(N)NS(=O)(=O)c1ccc(F)cc1,-8,-7,-3,-2,-7,3,-1,6,-1,-8
CCC(C)n1c(-c2cccs2)nc2nc3ccccc3nc21 (stereo not drawn),i,-108,1,3,-261,3,3,-3,-93,8
CC(=O)Nc1ccc(S(=O)(=O)N2CCC(Oc3ccc(-n4cnnn4)cc3)CC2)cc1,4,-7,8,-3,-1,0,-15,5,2,4
Cc1ccccc1-c1cc(C(=O)Nc2sc(C(=O)OC(C)C)c(C)c2C#N)c2ccccc2n1,13,-5,15,-9,1,1,-2,6,-7,-24
O=C(Cn1nc(-c2ccccc2)c2ccccc2c1=O)Nc1ccccn1,-1,-2,-4,-4,-3,-5,12,4,3,0
COc1ccc(S(=O)(=O)N2CCOC2CNC(=O)C(=O)NCCCN2CCOCC2)cc1OC (stereo not drawn),6,-4,-17,6,-2,10,1,-7,0,-1
O=C(/C=C/c1cccc(Cl)c1)NCc1ccccc1,-1,-1,4,5,-2,0,10,10,0,-2
Cc1ccc(NC(=O)c2sc(N)nc2C)cc1,-4,-3,-9,-4,-3,-1,8,0,1,-3
Cc1ccc(NC(=O)N2CCCCC2)cc1[N+](=O)[O-],1,0,9,0,-5,0,0,6,1,11
CC(NC(=O)CN1C(=O)NC2(CCCCC2)C1=O)c1ccc(S(N)(=O)=O)cc1 (stereo not drawn),-5,-4,1,-3,-6,-1,-3,-21,2,0
COc1ccc(C(N)=O)cc1NC(=O)c1cccc(F)c1,3,1,-2,2,-3,3,-9,-9,1,3
CS(=O)(=O)c1cccc(C(=O)Nc2cccc(-c3nc4ccccc4[nH]3)c2)c1,7,1,14,-8,0,-1,25*,11,5,-55
Cc1ccc([C@H]2C[C@H](n3cc(-c4ccc(F)cc4)nn3)[C@@H](O)CN2C(=O)c2cccs2)cc1,-8,-4,2,-2,-1,-4,0,0,3,-8
CC1(C)C=C2[C@H]3CC[C@@H]4[C@@]5(C)CCC(=O)C(C)(C)[C@@H]5CC[C@@]4(C)[C@]3(C)CC[C@@]2(C(=O)O)CC1,-4,2,-6,12,-4,-3,10,0,2,-1
COC(=O)c1c(NC(=O)C2SC(=NC3CCCCC3)C(C(N)=O)=C2N)sc2c1CCCC2 (stereo not drawn),-1,-4,8,-1,-4,-2,3,16,-3,4
CCC(CC)CN1CCC(CN2C(=O)C(=O)NC[C@@H]2[C@@H](C)CC)CC1,3,-3,-15,-1,-3,8,1,-5,-2,8
CC1CCc2cc(F)ccc2N1C(=O)C1(C)CC1(Cl)Cl (stereo not drawn),1,-4,5,-6,-4,4,-4,1,3,-4
Cc1onc(-c2c(Cl)cccc2Cl)c1NC(=O)NN(C)c1ccc([N+](=O)[O-])cn1,-7,-2,5,2,-4,3,-2,0,2,2

# Source: PubChem BioAssay (The Scripps Research Institute Molecular Screening Center)
